PTAP TSG101 blk: blocks PTAP/TSG101 interaction to inhibit HIV-1 budding. Fluorescence polarization, FITC-PTAP peptide / Tsg101 binding. Potency, µM (titrated, usually from 115 µM), without a hit: top-dose activity change, negative = inhibition, usual class: inhibitors. 340,000 tested, under 10 active; active = well fitted inhibition curve with a large enough effect in the main read-out, with a control signal flat, not every such curve was filed as active; inconclusive = small, poorly fitted or top-dose-only effect, or effect the other way, or a change in a side signal; inactive = no such curve, though single readings can be large or run the other way; also: potency is read from the fitted curve at half-maximal effect; % of control where 0% means no effect
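FP read-out: FITC-PTAP peptide, 50 nM final, binding Tsg101 binding domain, 10 uM final; 20 min, r.t.; 10 mM HEPES pH 7.5, 0.15 M NaCl, 0.01% Tween 20, 3 mM EDTA, 0.1 mM TCEP.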
B2AR arrestin: agonists driving beta-arrestin recruitment to human beta2-adrenergic receptor | Potency, µM (titrated, usually from 46.1 µM), without a hit: top-dose activation, hits mostly activators | P07550 | AID 492947 | beta-arrestin recruitment to beta2AR, cell-based reporter | 0.02% of 330,000 active;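 also: potency is read from the fitted curve at half-maximal effect; 0% = DMSO controls and full agonism = EC100 isoproterenol or metaproterenol; nearly all actives have a fitted effect of over 65% in size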
Target sequence (P07550 whole entry, looked up): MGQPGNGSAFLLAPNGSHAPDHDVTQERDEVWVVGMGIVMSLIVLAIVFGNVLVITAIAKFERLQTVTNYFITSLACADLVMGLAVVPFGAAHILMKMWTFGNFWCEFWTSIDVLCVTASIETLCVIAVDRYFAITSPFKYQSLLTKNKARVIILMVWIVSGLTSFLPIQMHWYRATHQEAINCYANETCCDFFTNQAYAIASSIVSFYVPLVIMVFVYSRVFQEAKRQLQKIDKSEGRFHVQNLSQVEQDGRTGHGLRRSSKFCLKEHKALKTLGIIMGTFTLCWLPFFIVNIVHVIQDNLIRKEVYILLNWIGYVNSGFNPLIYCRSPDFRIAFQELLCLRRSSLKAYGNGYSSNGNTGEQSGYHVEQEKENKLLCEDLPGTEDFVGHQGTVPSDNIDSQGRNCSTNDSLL
ELG1 genotoxic: genotoxicity induction in ELG1-luciferase HEK293T cells. HEK293T ELG1-luciferase reporter, luminescence, 16 h. Potency, µM (top dose mostly 46 µM), without a hit: at the highest dose activity change, positive = activation, most hits filed as activators. 1.3% of 330,000 active. AID 504466; also: potency is read from the fitted curve at half-maximal effect; % of control where 0% means no effect; nearly all actives have a fitted effect of over 60% in size
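ELG1-luciferase HEK293T cells, 2,000/well; compound pinned in; 16 hr, 37 °C, 5% CO2; ONE-Glo, 30 min RT; luminescence on CCD imager.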
ASM inhibitor: inhibitors of human secretory acid sphingomyelinase. P17405. Potency, µM (titrated, usually from 57.5 µM), for the others: top-dose activity change, negative = inhibition, usual class: inhibitors. 0.006% of 340,000 active. placental ASM, HMU-PC fluorogenic substrate, 60 min. AID 504937; also: potency is read from the fitted curve at half-maximal effect
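Fluorescence read-out (Ex 386 nm, Em 447 nm) after stopping the reaction at pH 10. Enzyme: ASM from human placenta; substrate HMU-PC0, 9 uM final; 60 min, 37 °C. Compound preincubation 10 min, ambient temperature.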
Integrin act MD: activates integrin-mediated alleviation for muscular dystrophy. alpha7betagal myoblasts, beta-gal FDG fluorescence, 48 h. 0.064% of 350,000 active. Potency, µM (series often up to 38.3 µM), for the others: top-dose activation, usual class: activators;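 also: potency is read from the fitted curve at half-maximal effect; 100% = response of the positive control SU9516; nearly all actives have a fitted effect of over 60% in size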
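Alpha7betagal+/- myoblasts (passage 13) were plated 16-24 hr, then exposed to compounds (1:260 dilution of DMSO stock) for 48 hours at 37C. After MPER lysis, β-galactosidase reporter activity was read as FDG fluorescence (ex 480/em 540) after 30 minutes.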
uPA surface inh: blocks generation of uPA at the cell surface; cell surface uPA generation assay, qHTS; Potency, µM (highest dose often 38.3 µM), inactives show top-dose activity change, negative = inhibition, usual class: inhibitors; 0.31% of 330,000 active; active = well fitted inhibition curve with a large enough effect; inconclusive = small, poorly fitted or top-dose-only effect; inactive = no such curve, though single readings can be large or run the other way; tested in mouse RAW 264.7 cells; also: potency is read from the fitted curve at half-maximal effect; % is scaled to controls: 0 for no effect and ±100 for the full control effect; nearly all actives have a fitted effect of over 55% in size
p53 reactivation: re-activators of mutant p53; H1299 p53-A138V BP100-luciferase reporter, luminescence, 24 h; Potency, µM (top dose mostly 92.2 µM), without a hit: at the highest dose activity change, positive = activation, most hits filed as activators; 0.063% of 320,000 active; AID 504706; also: potency is read from the fitted curve at half-maximal effect; % of control where 0% means no effect; nearly all actives have a fitted effect of over 45% in size
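H1299 (p53-null), stable ts p53-A138V + BP100-Luc; 1000 cells/well, Opti-MEM/10% FBS; cpd 4 pt, 1:5; 24 h, 37 deg C, 5% CO2; detection reagent 10 min RT; luminescence.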
TRPV1 agonist: agonists of human vanilloid receptor 1 (TRPV1); Q8NER1; TRPV1-expressing cells, Fluo-8 calcium influx, agonist mode; activation, % at 8.33 µM; 0.19% of 320,000 active; AID 540275; in the data active = activation above about 80%; inconclusive = between about 30% and that limit; also: 0% is about no effect
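TRPV1-expressing cells were cultured overnight at 35.5C and loaded with Fluo-8 calcium dye for 40 to 90 min at room temperature. After a 10 s baseline, compound was added and calcium influx was read kinetically for 3 min (ex 480/em 520 nm).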
BRCA1 expr act: increases BRCA1 expression; MCF7-BRCA1-FFLuc reporter, luminescence, 48 h; response scale: scaled: vehicle 0%, 10 µM genistein 100%; AID 624202; Potency, µM (titrated, usually from 46.1 µM), for inactives: at the top dose activation, hits mostly activators; 1.1% of 380,000 active; also: potency is read from the fitted curve at half-maximal effect; nearly all actives have a fitted effect of over 80% in size; some results filed as inactive show a strong effect at the top dose
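MCF7-BRCA1-FFLuc cells, 2000/well in phenol-red-free MEM, attached 2 h then treated 48 h at 37 C. Luciferase luminescence read 15 min after reagent; normalized to genistein maximum activation (10microM) and DMSO, concentration-response fitted.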
USP2a inh: inhibitors of human ubiquitin-specific protease USP2a; 0.01% of 330,000 active; O75604; Potency, µM (titrated, usually from 38.3 µM), for inactives: at the top dose activity change, negative = inhibition, hits mostly inhibitors; USP2 core, Ub-CHOP2 coupled fluorogenic reporter, 485/531;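 also: potency is read from the fitted curve at half-maximal effect; plate controls were DMSO wells for no effect and full inhibition by NEM control for full effect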
Target sequence (O75604 whole entry, looked up): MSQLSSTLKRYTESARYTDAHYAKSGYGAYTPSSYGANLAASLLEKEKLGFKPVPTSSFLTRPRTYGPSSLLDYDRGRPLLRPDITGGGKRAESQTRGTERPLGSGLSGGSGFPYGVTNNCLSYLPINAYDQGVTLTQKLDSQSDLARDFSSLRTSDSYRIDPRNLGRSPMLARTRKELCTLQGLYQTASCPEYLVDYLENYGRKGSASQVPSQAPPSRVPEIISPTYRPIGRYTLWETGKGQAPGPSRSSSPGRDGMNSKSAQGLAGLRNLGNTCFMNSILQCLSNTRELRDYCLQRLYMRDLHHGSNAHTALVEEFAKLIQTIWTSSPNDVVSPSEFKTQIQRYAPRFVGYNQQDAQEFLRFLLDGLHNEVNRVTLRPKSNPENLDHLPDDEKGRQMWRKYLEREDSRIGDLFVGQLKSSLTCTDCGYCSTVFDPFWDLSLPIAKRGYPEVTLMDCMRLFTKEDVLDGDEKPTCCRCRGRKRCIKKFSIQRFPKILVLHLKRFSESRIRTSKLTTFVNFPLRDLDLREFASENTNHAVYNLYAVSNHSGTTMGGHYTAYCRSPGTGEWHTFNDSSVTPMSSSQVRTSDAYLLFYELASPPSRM
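Deubiquitinase activity read as fluorescence (485/531 nm) after Ub-CHOP2 cleavage activates the enterokinase reporter on its substrate; USP2 core 10nM, Ub-CHOP2 and substrate 25nM each, 30min compound preincubation then 60min RT; data normalized to NEM, curves fitted.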
Eya2 inh: blocks the phosphatase activity of human Eya2; O00167; recombinant Eya2, OMFP fluorescence dephosphorylation (OMFP is methylfluorescein phosphate); Potency, µM (highest dose often 76.9 µM), without a hit: top-dose activity, negative = inhibition, hits mostly inhibitors; 0.006% of 330,000 active; also: potency is read from the fitted curve at half-maximal effect; % is scaled to controls: 0 for no effect and ±100 for the full control effect
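Eya2 (0.2 uM) preincubated 10 min at ambient with compound, then OMFP substrate added at 50 uM; 10 min reaction in 50 mM HEPES pH 7.5, 50 mM NaCl, 5 uM MgCl2, 0.05% BSA, 1 mM DTT. Fluorescence read at Ex 485/Em 525 nm.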
* hit, by the source's call; i = inactive; ? = inconclusive; nt = no result given; [ ] = remark or other dose. Unless noted, calls follow the shape of the dose curve; as a rule, active = well fitted curve in the direction sought with a large enough effect; inconclusive = small, poorly fitted or top-dose-only effect, or another doubt; inactive = no such curve, though single readings can be large; an effect the other way counts as inactive or inconclusive.

molecule | ASM inhibitor | p53 reactivation | Integrin act MD | USP2a inh | B2AR arrestin | BRCA1 expr act | Eya2 inh | PTAP TSG101 blk | TRPV1 agonist | ELG1 genotoxic | uPA surface inh
Cc1ccc(NS(=O)(=O)c2ccc(OCC(=O)NCc3ccco3)cc2)cc1 | -1% | -5% | 8% | 1% | 0.2% | -28% | -2% | -4% | 0 | 0% | -3%
C=CCn1c(SCC(=O)NNC(=S)Nc2ccccc2)nnc1-c1ccccc1 | 2% | 3% | -17% | 1% | -0.4% | -11% | -7% | -6% | 3 | 4% | 3%
Cc1ccc2nsnc2c1NC(=O)Cc1ccc(Cl)cc1 | 24% | 0% | -11% | 10% | -0.3% | 10% | 24% | -3% | -4 | ? | -4%
CCN(CCO)C(=O)CC(c1ccccc1)c1cc(Br)ccc1O (centres undefined) | 3% | -8% | 5% | 2% | 0.3% | -43% | -2% | -3% | -2 | 2% | 4%
Cc1ccc2c(c1)C=CC(C)N2C(=O)c1ccccc1 (centres undefined) | -1% | -8% | -2% | 0% | 0.2% | -38% | -25% | -2% | 3 | 0% | -2%
Cc1ccc(OC(C)C)c(CN(CCO)CCO)c1 | 0% | -5% | 15% | 1% | 0.1% | -1% | -1% | 0% | -2 | -2% | 2%
Cc1ccc2c(Cl)c(C)c(N3CCCC3)nc2n1 | 14% | -5% | -16% | 1% | -1.1% | -20% | 1% | -2% | 14 | 1% | -3%
COc1cc(C2NC(C(=O)O)Cc3c2[nH]c2ccccc32)cc(OC)c1OC (centres undefined) | 7% | 3% | 26% | 1% | 0.4% | 12% | 1% | -12% | -4 | -1% | 6%
COc1cccc2sc(NNC(=O)c3nc4ccccc4s3)nc12 | -9% | ? | -21% | 1% | 0.8% | -28% | -2% | 0% | -2 | -2% | ?
Cc1ccc(NC(=O)CNC(=O)Cc2cccc3ccccc23)nc1 | 0% | -13% | 0% | 1% | -0.5% | -23% | -3% | -4% | -4 | -4% | 8%
C/C(=N\Nc1ccccc1)c1cccc(N)c1 | -1% | 18% | 4% | 0% | 0.2% | 13% | 8% | -9% | 3 | ? | -5%
O=C(c1ccccc1)N1N=C(c2ccccc2)CC1(O)C(F)(F)F (centres undefined) | -4% | -1% | -11% | -1% | -0.9% | 1% | -1% | 0% | ? | 0% | 5%
COc1ccc(C(=O)N/C(=C\c2ccccc2)C(=O)Nc2ccc(C(=O)O)cc2)cc1 | 5% | 2% | -3% | 4% | 0.4% | 0% | -6% | -4% | -1 | 1% | 8%
Cc1ccc(S(=O)(=O)Nc2ccc3c(c2)nc(CCN2CCCCC2)n3C)cc1 | -2% | 3% | -34%[inhibitor] | 3% | -0.8% | -17% | -7% | -2% | 1 | -5% | 0%
Cc1cnc(=O)[nH]c1SCc1cccc([N+](=O)[O-])c1 | -3% | 0% | 13% | -2% | 0.5% | -19% | 6% | -9% | 1 | 1% | 10%
COc1ccc(CCN=C(N)NS(=O)(=O)c2ccc(F)cc2)cc1 | -2% | -5% | 1% | 1% | 0.0% | -39% | 1% | -1% | 3 | -11% | -3%
O=c1[nH]c(CS(=O)(=O)c2ccccc2)nc2ccccc12 | -2% | 12% | 1% | 0% | 0.2% | -14% | 4% | 0% | 2 | 1% | 4%
O=C(c1cc(S(=O)(=O)N2CCOCC2)ccc1F)N1CCCc2ccccc21 | 4% | 16% | 0% | 0% | -0.4% | -6% | 1% | 1% | 7 | 2% | -2%
Cc1cc2c(cc1C)CSC(c1c(O)ccc3ccccc13)SC2 | -9% | -15% | -28% | 2% | -0.2% | -101%[inhibitor] | 12% | 0% | 0 | -12% | -6%
CC(=O)NC1C(=O)N=C(SCC(=O)NC(C)c2ccccc2)NC1=O (centres undefined) | 4% | 4% | -4% | 0% | -0.1% | 0% | -19% | -8% | -1 | -4% | 7%
Cc1cc(C)c2nc(C(F)(F)F)nc(NCCCN3CCCC3=O)c2c1 | -8% | 2% | 5% | 0% | 0.2% | -32% | 3% | -12% | ? | -11% | 0%
Cc1cccc(NC(=O)c2ccc3ccccc3n2)n1 | -8% | ? | -4% | -1% | -1.7% | 80% | -21% | -4% | 25 | ? | -6%
COc1ccc(CC(=O)NCC(=O)NC(Cc2ccccc2)C(=O)O)cc1 (centres undefined) | 0% | 3% | ? | 2% | -0.6% | 5% | 7% | -13% | 1 | 0% | 4%
CCNc1nc2c(cnn2C)c(=O)[nH]1 | 5% | nt | -7% | nt | nt | 8% | nt | -3% | nt | nt | 2%
Cc1sc2ncn(Cc3ccccc3F)c(=O)c2c1C | 0% | 1% | -10% | -1% | -0.1% | 24% | -6% | -2% | 3 | 2% | -2%
O=C(c1ccccc1-c1nc2ccccc2[nH]1)N1CCOCC1 | 0% | 5% | -6% | 0% | -1.0% | -27% | 16% | -1% | -2 | 0% | 3%
CCOC(=O)N1CCN(c2ccc(S(=O)(=O)N3CCOCC3)cc2[N+](=O)[O-])CC1 | nt | 13% | -2% | 4% | 0.4% | -13% | 5% | -1% | 0 | 1% | -11%
CCNC(=S)N1CCN=C1Nc1nc(C)cc(C)n1 | -3% | 0% | 14% | 4% | -0.9% | -36% | -4% | 1% | 0 | ? | -7%
O=S(=O)(Nc1ccccn1)c1cccs1 | 15% | -1% | 7% | 1% | 0.3% | 5% | -6% | -3% | 1 | -1% | 0%
N#Cc1c(C(F)(F)F)cc(-c2ccc(F)cc2)[nH]c1=O | i | -1% | -3% | 1% | -0.5% | -36% | 12% | -5% | 3 | -4% | 1%
O=C(Nc1nnc(SCC(=O)N2CCCc3ccccc32)s1)c1ccc2ccccc2c1 | -7% | ? | 6% | -5% | -0.5% | ? | -8% | -2% | 0 | ? | -15%
Oc1ccc(Br)cc1/C=N/n1c(-c2ccccc2)n[nH]c1=S | -8% | nt | 33% | 2% | 0.4% | -2% | -1% | -7% | -5 | 0% | -13%
CCOC(=O)C1C(=O)NC(N2CCCCC2)=NC1c1ccco1 (centres undefined) | 1% | 3% | 6% | 2% | 0.3% | 0% | 21% | -1% | 0 | 1% | -6%
CCN/N=C(\Cc1nc2ccccc2[nH]1)c1ccccc1 | 22% | -1% | 22% | -8% | -1.0% | -11% | -23% | 1% | ? | 3% | 3%
COc1ccc(N(C(=O)CNC(=O)c2ccco2)C(C(=O)NCC2CCCO2)c2ccccc2)cc1 (centres undefined) | 1% | -1% | -1% | 2% | 4.5% | 0% | 3% | -2% | -1 | -29% | -4%
CC(Sc1nnnn1-c1ccccc1)C(=O)Nc1ccc(N2CCN(C)CC2)cc1 (centres undefined) | 2% | 8% | -1% | 2% | -0.1% | 1% | -6% | 1% | -2 | 0% | 0%
O=C(Cn1nc(Cc2cccnc2)c2ccccc2c1=O)Nc1ccc2c(c1)OCO2 | 5% | -4% | 8% | 0% | -0.3% | 0% | -16% | -6% | 3 | -5% | -6%
COc1ccc2c(c1)C=C(CN1CCN(C(C)C)C(CCO)C1)CO2 (centres undefined) | -1% | 1% | 22% | 0% | -1.1% | -13% | -18% | 1% | 2 | 0% | -2%
CS(=O)(=O)NCCSCc1ccc(Cl)cc1 | -1% | -19% | -6% | 2% | -0.6% | 0% | 15% | -7% | 2 | -1% | -1%
N#Cc1ccsc1NC(=O)c1cccc(-n2cnnn2)c1 | -3% | 17% | 20% | 4% | -0.2% | 6% | 8% | -2% | 0 | -8% | 3%
CN(C)C(=O)CN1C(=O)NC2(CCc3ccccc32)C1=O (centres undefined) | 3% | -4% | 0% | 2% | 0.0% | -1% | -4% | 0% | -4 | 2% | 6%
CC(C)c1ccccc1OCCCCCN1CCOCC1 | 7% | nt | 6% | nt | nt | 0% | nt | -3% | nt | nt | 1%
CCCCNC(=O)c1sc2nc(C)cc(COC)c2c1-n1cccc1 | -1% | 0% | 5% | -8% | 0.4% | -9% | -13% | -1% | 14 | -4% | 7%
Cc1c(-c2cc(C(=O)O)no2)cnn1C | 0% | 5% | -13% | 1% | 0.3% | -5% | -6% | -4% | 3 | 10% | 3%

Assay outcomes deposited in PubChem BioAssay by National Center for Advancing Translational Sciences (NCATS).
